NR2E3 ag-1: activates human photoreceptor nuclear receptor NR2E3 | GST-NR2E3/biotin-RetCOR TR-FRET, 1536-well | AID 2300 | inhibition of corepressor binding, % at 4.78 µM | Q9Y5X4 | actives 0.12% (n = 320,000);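 active = percent inhibition above the cutoff of mean plus 3 SD of all tested compounds, set per screening campaign, cut at about 20% in these data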;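 also: 0% = DMSO wells and 100% = biotin wells as full block of FRET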
Target sequence (Q9Y5X4 whole entry, looked up): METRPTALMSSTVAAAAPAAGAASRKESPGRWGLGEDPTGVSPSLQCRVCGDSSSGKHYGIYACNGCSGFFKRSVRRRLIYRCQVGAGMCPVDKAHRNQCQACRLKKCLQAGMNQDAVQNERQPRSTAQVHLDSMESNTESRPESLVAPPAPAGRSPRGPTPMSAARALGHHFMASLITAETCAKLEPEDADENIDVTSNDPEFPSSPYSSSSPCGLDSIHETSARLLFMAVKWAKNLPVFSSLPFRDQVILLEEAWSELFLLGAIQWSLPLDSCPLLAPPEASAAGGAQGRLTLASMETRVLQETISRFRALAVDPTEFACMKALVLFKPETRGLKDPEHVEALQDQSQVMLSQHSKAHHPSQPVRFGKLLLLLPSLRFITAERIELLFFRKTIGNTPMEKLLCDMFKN
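Material: NR2E3–RetCOR corepressor complex / Incubation: Compound–protein incubation for 5 h at 4 °C / Dosing: compound at 4.8 µM, single dose / Detection: time-resolved FRET / Benchmarks: high control biotin, low control 0.6% DMSO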
PDI turbidity: PDI (human) enzyme inhibition; actives 0.052% (n = 350,000); PDI insulin aggregation turbidity, A650, 90 min; P07237; inhibition, % at 10 µM;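 active = mean inhibition across replicates of 30% or more, whatever share of single replicates reach that level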;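 also: absorbance from insulin aggregation driven by PDI reduction with DTT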
Target sequence (P07237 whole entry, looked up): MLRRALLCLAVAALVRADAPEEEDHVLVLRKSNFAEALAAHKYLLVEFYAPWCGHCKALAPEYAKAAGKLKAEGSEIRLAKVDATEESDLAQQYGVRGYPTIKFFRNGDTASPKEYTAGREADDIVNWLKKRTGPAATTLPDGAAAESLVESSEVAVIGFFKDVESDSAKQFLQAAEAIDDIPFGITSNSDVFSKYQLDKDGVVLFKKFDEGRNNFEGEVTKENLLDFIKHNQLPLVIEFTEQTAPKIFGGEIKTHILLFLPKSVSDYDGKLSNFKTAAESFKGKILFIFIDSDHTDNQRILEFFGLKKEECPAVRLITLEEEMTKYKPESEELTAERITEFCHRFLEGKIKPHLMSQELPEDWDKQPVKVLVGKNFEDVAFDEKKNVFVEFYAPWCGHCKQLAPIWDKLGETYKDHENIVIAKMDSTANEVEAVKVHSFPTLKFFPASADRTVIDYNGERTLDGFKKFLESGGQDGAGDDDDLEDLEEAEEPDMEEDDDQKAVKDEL
CaV13 ICDI inh: Disruptors of the CACNA1D IQ motif to Ca2+-dependent inactivation inhibitor domain association, primary screening, Förster resonance energy transfer in intact living …; inhibition, % at 12.3 µM; HEK cells, CFP/YFP FRET ICDI-IQ, plate reader, 10 min; percent FRET-ratio fall versus neutral wells; actives 0.098% (n = 340,000);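 active = mean replicate inhibition of at least 30% and at least 1% of replicates passing that level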;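 also: 0% = median of the neutral control wells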
NR2E3 ag-2: agonists of human NR2E3 nuclear receptor | inhibition of corepressor binding, % at 3.98 µM | AID 602229 | CHO-S Gal4-NCOR/VP16-NR2E3 two-hybrid, luciferase | actives 0.35% (n = 360,000) | Q9Y5X4;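 active = inhibition above the mean of all tested compounds plus 3 SD, cut at about 70% in these data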;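 also: 0% = DMSO with NR2E3 transfected cells and 100% = cells lacking NR2E3 construct; higher means lower luciferase signal from less NR2E3 corepressor binding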
Peg3 promoter: reduces Peg3 promoter-driven luciferase expression in HeLa | HeLa PEG-Prom luciferase reporter, luminescence, overnight | inhibition, % at 20 µM | actives 1.7% (n = 360,000) | AID 588405;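 active = inhibition of at least 50% at 20 µM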
MITF TRPM1 inh: MITF TRPM1 promoter inhibition in SK-MEL-5 cells | inhibition, % at 12.5 µM | actives 0.83% (n = 330,000) | AID 488899 | SK-MEL-5 TRPM1 promoter luciferase, 24 h;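 active = mean inhibition across replicates of 60% or more, whatever share of single replicates reaches that level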; also: values of inactives mirror those of a sister screen read the other way
iPSC survival up: enhancers of human iPSC single-cell survival | hiPSC single-cell survival, ATPlite luminescence; 100% = ROCK inhibitor wells, 0% = DMSO | survival enhancement, % at 20 µM | actives 0.044% (n = 360,000) | AID 602274; in the data active = survival enhancement above about 18%;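 also: cells exposed to compounds for 16 hours before the ATP read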
aDG glyco act: increases alpha dystroglycan glycosylation; Pro5-aDG cells, alpha-DG glycosylation AlphaScreen (IIH6); 0% Pro5, 100% B10-LARGE cell signal; activation, % at 10 µM; actives 0.22% (n = 360,000);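 active = activation of at least 8% versus controls, or a plate z-score of at least 8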;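 also: Pro5 are CHO cells carrying HIG-tagged alpha-DG that lacks glycosylation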
Granule exo inh: lytic granule exocytosis inhibition; TALL-104 LAMP-1 surface exposure, flow cytometry; cells stimulated with thapsigargin and PMA; inhibition, % at 10 µM; actives 0.66% (n = 360,000); AID 651702;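 active = inhibition above about 55%, limit read from the data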
HIF-2a inh: blocks HIF-2a reporter activity. 786-0 RCC cells HIF-2a reporter, luciferase luminescence, overnight. inhibition, % at 18.8 µM. actives 0.72% (n = 360,000). AID 624352;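 active = inhibition of the luminescence signal of 40% or more relative to plate controls, in a single-dose primary screen at 18.75 µM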
Vif imaging: blocks HIV Vif function; actives 0.35% (n = 340,000); HEK293T cells, Vif self-association by quenched fluorescence, imaging, 24 h; inhibition, % at 7.49 µM; in the data active = inhibition above about 50%, passing the limit was not always enough; also: some results filed as inactive read as strong as hits
An asterisk follows results filed as active; x = no result given.

entry	SMILES	NR2E3 ag-1	PDI turbidity	CaV13 ICDI inh	NR2E3 ag-2	Peg3 promoter	MITF TRPM1 inh
1	CN(CC(=O)Nc1c(Cl)cccc1Cl)C(=O)c1ccccc1Cc1ccccc1	5	11	-5	-3	21	-8
2	CCNC(=O)C(CC(C)C)NC(=O)C(CO)NC(=O)C1CCC(=O)N1 (stereo unspecified)	1	3	-2	13	-4	3
3	O=C1CC2(CCN(C(=O)C3CC(=O)N(c4ccc(F)cc4)C3)CC2)Oc2ccccc21 (stereo unspecified)	-1	17	-5	29	9	4
4	C[C@@H]1CN([C@@H](C)CO)C(=O)CCCn2nncc2CO[C@@H]1CN(C)C(=O)Nc1cccc(Oc2ccccn2)c1	x	-17	-4	1	4	x
5	COc1cccc(C(=O)N2CCN(C(=O)c3cccc(F)c3)CC2)c1	2	15	x	-6	7	-8
6	CCn1c(N2CCN(CC(=O)c3c[nH]c4ccccc34)CC2)nc2c1c(=O)[nH]c(=O)n2C	0	-1	-5	-18	16	13
7	Cc1ccsc1/C=C1/SC(N2CC(C)OC(C)C2)=NC1=O (stereo unspecified)	0	-1	-6	5	7	-3
8	O=C(Cc1ccccc1)c1c[nH]c(C(=O)NCCCN2CCOCC2)c1	-5	0	5	0	15	4
9	COC(=O)[C@H](Cc1ccccc1)NC(=O)Cn1cnc2c(OCc3ccccc3)ncnc21	x	0	-4	18	3	6
10	CCSc1nnc(Nc2ccc(C)cc2)s1	0	-3	-6	-113	-268	-86
11	COc1cc2nc(=S)n3[nH]c(CCn4nc(C)cc4C)nc3c2cc1OC	-1	8	-4	85*	8	32
12	Cc1cc(Cl)c(S(=O)(=O)NC(C(=O)O)c2ccccc2)cc1OCC(N)=O (stereo unspecified)	-2	-2	-4	2	9	-6
13	Nc1nc(-c2cccs2)cs1	5	-4	x	-10	-92	-9
14	CC(=O)c1ccccc1C(=O)N1CCC(n2nccc2NC(=O)C2CC2)CC1	x	-3	-6	1	20	4
15	COc1ccc(/C(=C/c2ccc(OC(F)F)c(OC)c2)C(=O)O)cc1OC	3	-3	-6	-17	11	1

entry	iPSC survival up	aDG glyco act	Granule exo inh	HIF-2a inh	Vif imaging
1	0.5	0.3	-6	9	1
2	-0.1	0.0	-2	-5	8
3	0.0	0.1	0	10	0
4	-3.0	-0.3	-1	4	10
5	-2.6	-0.2	1	26	-4
6	0.1	0.1	-4	8	-10
7	-0.7	-0.3	-3	-43	-7
8	0.3	-0.1	-1	16	-5
9	-2.0	-0.2	1	14	1
10	3.0	0.2	-1	-233	-9
11	-3.1	-0.2	-3	14	7
12	-0.1	-0.1	-2	2	9
13	-0.2	-0.2	-1	-79	x
14	0.7	0.5	-4	4	4
15	1.4	0.2	-6	7	-2

Shown in transposed form: part of the list above.
2) CCNC(=O)C(CC(C)C)NC(=O)C(CO)NC(=O)C1CCC(=O)N1 (stereo unspecified)
12) Cc1cc(Cl)c(S(=O)(=O)NC(C(=O)O)c2ccccc2)cc1OCC(N)=O (stereo unspecified)

| assay / compound | 2 | 12 |
| --- | --- | --- |
| NR2E3 ag-1 | 1 | -2 |
| PDI turbidity | 3 | -2 |
| CaV13 ICDI inh | -2 | -4 |
| NR2E3 ag-2 | 13 | 2 |
| Peg3 promoter | -4 | 9 |
| MITF TRPM1 inh | 3 | -6 |
| iPSC survival up | -0.1 | -0.1 |
| aDG glyco act | 0.0 | -0.1 |
| Granule exo inh | -2 | -2 |
| HIF-2a inh | -5 | 2 |
| Vif imaging | 8 | 9 |

Continued.
entry	SMILES	NR2E3 ag-1	PDI turbidity	CaV13 ICDI inh	NR2E3 ag-2	Peg3 promoter	MITF TRPM1 inh
16	COc1ccccc1CNC(=O)CN1C(=O)NC(Cc2ccccc2)(c2ccccc2)C1=O (stereo unspecified)	x	0	-6	-5	13	5
17	C#Cc1ccccc1OCCCN1CCC(C(O)(c2ccccc2)c2ccccc2)CC1	x	x	-5	4	x	x
18	CC(=O)C1=C(O)C(=O)N(Cc2ccccc2)C1c1ccc([N+](=O)[O-])cc1 (stereo unspecified)	2	7	-2	6	0	-23
19	CCCCOc1c(Cl)cc(C(=O)N2CCN(CC(=O)N3CCCC3)CC2)cc1OCC	x	16	-7	13	7	9
20	CCOC(=O)C1=C(COC(=O)CCOc2ccccc2C)NC(=O)NC1C (stereo unspecified)	-2	-11	-12	26	5	-3
21	c1ccc(-c2nc3nonc3c3nc4ccccc4n23)cc1	3	5	-8	-5	6	-6
22	COc1ccc(NC(=O)C2CCN(S(=O)(=O)c3c(C)nn(C)c3C)CC2)cc1	-2	0	-3	-30	3	-5
23	CCN(CC)S(=O)(=O)c1cc(NS(=O)(=O)c2ccccc2)ccc1C	0	-7	-6	-3	8	9
24	CC(C)c1ccccc1NC(=O)CC1(CC(=O)O)CCCC1	0	5	-2	-3	9	-2
25	COc1ccccc1-n1cnnc1SCC(=O)NCC1CCCO1 (stereo unspecified)	3	-9	-5	7	12	2
26	COC(=O)C1=C[C@@H](C(=O)OC)[C@@H]2C3=C(C(=O)C2(C)C)[C@H](c2ccccc2)[C@@H]2C(=O)N(C)C(=O)[C@@H]2[C@@H]3C1	4	17	-10	6	4	11
27	COc1ccc(C(NC(=O)C2CCN(CCOc3ccc(F)cc3)CC2)c2cccs2)cc1 (stereo unspecified)	x	0	-11	18	-5	x
28	CN1CCN(/N=C/c2nc(-c3ccc(Cl)cc3)n3ccccc23)CC1	0	7	-3	-71	-105	-16
29	CCCCc1cc(=O)oc2c(C)c(OCC(=O)NCC3CCC(C(=O)O)CC3)ccc12 (stereo unspecified)	1	x	x	-7	13	4
30	CCOc1ccc(NC(=O)CN(C)C(=O)C2CCCC2)cc1OCC	3	7	-2	-17	1	9

entry	iPSC survival up	aDG glyco act	Granule exo inh	HIF-2a inh	Vif imaging
16	1.5	0.2	-2	26	5
17	-0.9	1.4	25	-3	x
18	-0.3	-0.1	-12	9	-8
19	2.7	0.3	3	12	-4
20	1.2	-0.2	2	-14	-1
21	4.8	-0.2	1	-9	-1
22	-0.6	-0.1	-10	14	-6
23	1.7	0.0	-2	15	-13
24	-0.7	-0.2	-8	12	-4
25	-0.2	-0.4	-2	16	0
26	-1.2	-0.2	-1	3	-1
27	-2.0	0.3	-2	-4	0
28	-1.9	0.6	-3	-156	-9
29	1.2	-0.2	-4	8	7
30	-2.0	-0.3	15	7	-13

Complete entries, looked up by structure.
c1ccc(-c2nc3nonc3c3nc4ccccc4n23)cc1 is listed as NR2E3 ag-1 = 3; PDI turbidity = 5; CaV13 ICDI inh = -8; NR2E3 ag-2 = -5; Peg3 promoter = 6; MITF TRPM1 inh = -6; iPSC survival up = 4.8; aDG glyco act = -0.2; Granule exo inh = 1; HIF-2a inh = -9; Vif imaging = -1
COc1ccc(C(NC(=O)C2CCN(CCOc3ccc(F)cc3)CC2)c2cccs2)cc1 (stereo unspecified) is listed as NR2E3 ag-1 = x; PDI turbidity = 0; CaV13 ICDI inh = -11; NR2E3 ag-2 = 18; Peg3 promoter = -5; MITF TRPM1 inh = x; iPSC survival up = -2.0; aDG glyco act = 0.3; Granule exo inh = -2; HIF-2a inh = -4; Vif imaging = 0
COc1ccccc1CNC(=O)CN1C(=O)NC(Cc2ccccc2)(c2ccccc2)C1=O (stereo unspecified) is listed as NR2E3 ag-1 = x; PDI turbidity = 0; CaV13 ICDI inh = -6; NR2E3 ag-2 = -5; Peg3 promoter = 13; MITF TRPM1 inh = 5; iPSC survival up = 1.5; aDG glyco act = 0.2; Granule exo inh = -2; HIF-2a inh = 26; Vif imaging = 5

Carrying on.
entry	SMILES	NR2E3 ag-1	PDI turbidity	CaV13 ICDI inh	NR2E3 ag-2	Peg3 promoter	MITF TRPM1 inh
31	CC1CCCN(C(=O)C(Cc2ccccc2)n2cccc2)C1 (stereo unspecified)	1	x	-3	-39	8	x
32	COc1cccc(-c2cc(C(=O)Nc3ccc4c(c3)OCO4)no2)c1	1	7	-2	12	-76	x
33	CCc1ccc(NC(=O)C(C)OC(=O)Cn2[nH]c(=O)c3ccccc3c2=O)cc1 (stereo unspecified)	x	1	-6	-3	-3	x
34	CN(Cc1cccc(F)c1)C(=O)C1CC(=O)N(c2ccc3c(c2)OCCO3)C1 (stereo unspecified)	x	5	-3	-3	3	-5
35	Cc1cccn2c(=O)c(/C=C(\C#N)C(=O)NCc3ccco3)c(N3CCCCCC3)nc12	2	-4	-5	9	15	x
36	COc1ccc(OC)c(C2/C(=C(/O)c3ccc(C)cc3)C(=O)C(=O)N2Cc2ccco2)c1 (stereo unspecified)	17	5	-5	-8	12	8
37	COc1ccccc1CNC(=O)c1cc(S(=O)(=O)N2CCOCC2)cn1C	1	x	-9	-16	9	x
38	Cc1nc2ccccc2nc1OCC(=O)NCC(F)(F)F	0	-3	-6	-5	8	-3
39	NC(=O)c1ccc(NC(=O)COC(=O)C2CC(=O)N(Cc3ccccc3)C2)cc1 (stereo unspecified)	3	4	2	-8	16	-2
40	Cc1cccc2sc(NC(=O)CSCc3ccccc3)nc12	0	-9	-8	0	-5	2
41	Cc1cccc(/C(N)=N/OC(=O)COc2ccc(Cl)cc2)c1	3	-9	-2	3	-88	-9
42	CN(C(=O)CSc1ncnc2scc(-c3ccccc3)c12)C1CCS(=O)(=O)C1 (stereo unspecified)	3	-2	-2	23	5	16
43	COc1ccc(CCN2CCCn3c2nc2c3c(=O)n(CC(C)C)c(=O)n2C)cc1OC	x	10	-6	-1	15	-5

entry	iPSC survival up	aDG glyco act	Granule exo inh	HIF-2a inh	Vif imaging
31	-2.6	0.3	0	20	4
32	-0.3	-0.1	-16	-112	7
33	2.4	-0.1	4	-15	x
34	-0.3	0.3	-1	-5	-4
35	-0.6	0.1	19	17	-5
36	1.3	0.9	-14	12	4
37	0.4	-0.2	-1	-4	11
38	0.3	0.3	1	11	2
39	-0.5	-0.2	-5	1	18
40	1.8	-0.3	2	-26	-9
41	6.3	0.6	-10	-112	-15
42	-0.3	-0.4	-4	13	5
43	-0.5	0.2	-2	13	-7

Compounds as they come; any-hit rate near 3.5%.
